PfHsp40 yeast: compounds rescuing yeast from Plasmodium falciparum HSP40 toxicity | S. cerevisiae expressing PfHsp40, growth rescue, ATP luminescence | growth rescue, % at 12.5 µM | hit rate 0.68% among 340,000 | AID 504582; in the data active = growth rescue above about 28%, passing the limit was not always enough; inconclusive = no clear call, values can overlap the other calls;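 also: yeast W303a lacking pdr1 and pdr3 grown in galactose medium; growth measured after three days at 30 °C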
BoNT A protease: BoNT A light chain protease inhibition; inhibition, % at 10 µM; AID 588499; multiplex microsphere protease substrate cleavage, flow cytometry; hit rate 0.17% among 360,000; also: plate controls were buffer without enzyme for full effect and enzyme alone for no effect
SARS 3CLpro inh: SARS-CoV 3CLpro protease inhibition; P0C6X7; recombinant SARS-CoV 3CLpro, quenched FRET peptide cleavage; inhibition, % at 6 µM; hit rate 0.14% among 290,000; in the data active = inhibition above about 12%
PriA SSB inh: K. pneumoniae PriA-SSBct interaction inhibition; AlphaScreen SSBct-PriA binding, biotinylated peptide; inhibition, % at 33 µM; hit rate 0.6% among 430,000; in the data active = inhibition mostly above about 37%, no sharp cut-off; inactive = mostly below about 20%;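 also: plate controls were negative control peptide for no effect and reference peptide for full effect; strong numbers were not always called active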
TcdB GH inh: TcdB glycohydrolase inhibition | P18177 | TcdB glycohydrolase enzymatic assay, plate reader | inhibition, % at 9.99 µM | hit rate 0.24% among 350,000 | AID 652162; in the data active = inhibition above about 10%
Anthrax LF inh2: blocks Bacillus anthracis lethal factor protease; P15917; multiplex microsphere protease cleavage assay, LF; inhibition, % at 10 µM; hit rate 0.12% among 360,000; also: plate controls were buffer without enzyme for full effect and enzyme alone for no effect
Target sequence (P15917 whole entry, looked up): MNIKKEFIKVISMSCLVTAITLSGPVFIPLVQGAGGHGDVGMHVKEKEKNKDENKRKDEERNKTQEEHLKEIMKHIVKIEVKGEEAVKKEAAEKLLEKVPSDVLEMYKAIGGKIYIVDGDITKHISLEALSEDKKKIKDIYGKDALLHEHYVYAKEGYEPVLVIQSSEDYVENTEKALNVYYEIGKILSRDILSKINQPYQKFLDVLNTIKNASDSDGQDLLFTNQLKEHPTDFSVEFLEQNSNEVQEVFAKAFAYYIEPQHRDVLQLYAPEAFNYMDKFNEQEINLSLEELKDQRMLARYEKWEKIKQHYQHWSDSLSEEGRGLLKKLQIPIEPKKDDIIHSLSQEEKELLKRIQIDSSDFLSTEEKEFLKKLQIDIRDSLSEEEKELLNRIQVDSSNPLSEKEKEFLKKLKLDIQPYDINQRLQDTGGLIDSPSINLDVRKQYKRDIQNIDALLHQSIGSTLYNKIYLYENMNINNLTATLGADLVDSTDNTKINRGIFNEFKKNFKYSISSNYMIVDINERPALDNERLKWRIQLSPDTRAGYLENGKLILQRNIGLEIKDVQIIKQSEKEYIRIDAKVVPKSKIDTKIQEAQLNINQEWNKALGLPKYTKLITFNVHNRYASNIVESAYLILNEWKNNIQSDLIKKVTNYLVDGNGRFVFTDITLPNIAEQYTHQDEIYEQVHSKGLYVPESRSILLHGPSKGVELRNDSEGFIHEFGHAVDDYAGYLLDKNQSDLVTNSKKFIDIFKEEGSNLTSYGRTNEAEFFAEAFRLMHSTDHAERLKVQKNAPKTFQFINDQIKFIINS
BH1578 lux ind: inducers of Vibrio cholerae quorum light production without autoinducers | V. cholerae BH1578 lux reporter, luminescence, 6 h | activation, % at 18.7 µM | hit rate 0.16% among 350,000 | AID 588436; in the data active = activation mostly above about 9.7%, no sharp cut-off; inconclusive = no clear call, values can overlap the other calls; inactive = mostly below about 3.7%; also: not every result past the cut was called active; inactives centre near 0; reference of the scale not given here
PrPC surface inh: cell surface PrPC inhibition, primary TR-FRET screen. inhibition, % at 13.8 µM. TR-FRET read-out. AID 720596. hit rate 0.43% among 370,000; in the data active = inhibition above about 24%; also: 0% = median of the test wells and 100% = reference compound wells
Yp Topo-I inh: Y. pestis Topo-I inhibition via cleavage products; AID 504884; activity, % at 10 µM; hit rate 0.064% among 360,000; Y. pestis Topo-I cleavage product accumulation, plate reader; in the data active = activity above about 50%, passing the limit was not always enough; inconclusive = no clear call, values can overlap the other calls; also: inactives centre near 2
Active calls of the source: *; i = inactive; ? = inconclusive; · = not tested or not shown. Rule as the data show it, unless noted: active = inhibition above about 30%; inconclusive = no clear call, values can overlap the other calls; inactive = below that.

SMILES,Anthrax LF inh2,TcdB GH inh,PrPC surface inh,BoNT A protease,PriA SSB inh,BH1578 lux ind,PfHsp40 yeast,SARS 3CLpro inh,Yp Topo-I inh
CCCC[n+]1c(-c2ccc(Cl)cc2Cl)csc1Nc1ccccc1,-3,·,-2,-1.3,20,-0.3,2.8,2,-5
COc1ccc(N2CC(C(=O)Nc3nnc(SCC(=O)Nc4ccc(NC(C)=O)cc4)s3)CC2=O)cc1 (stereo not given),3,0.1,6,0.9,·,i,·,·,2
CCOCCC(=O)Nc1ccc2c(c1)c(=O)n(C)n2-c1ccccc1F,-1,0.4,-2,0.6,·,-0.4,·,·,1
O=C(C1=NN[C@@H]2C(=O)N(c3cccc(C(F)(F)F)c3)C(=O)[C@H]12)c1ccc2ccccc2n1,-3,·,6,0.8,0,0.2,8.4,1,-1
Cc1ccc(NC(=O)CSc2nnc(CNC(=O)c3ccco3)o2)cc1,0,0.0,-1,0.2,-9,-5.6,0.6,9,-7
Cc1nnc(SCC(=O)Nc2ccc3c(c2)OCO3)o1,-1,·,4,0.6,-18,-1.3,0.8,-5,-5
COc1cccc(NC(=O)N[C@@H](Cc2ccccc2)C(=O)O)c1,-4,·,-1,-0.2,2,i,1.1,2,2
S=c1[nH]nc(COc2ccccc2)n1/N=C/C=C/c1ccccc1,-2,1.0,-5,-0.2,·,i,2.5,6,4
CN(C)S(=O)(=O)c1cccc(C(=O)c2nccn2C)c1,-2,-0.5,-4,-0.3,3,-1.6,-0.5,0,-11
O=S(=O)(Nc1ccc(-c2csc(-c3ccccc3)n2)cc1)c1ccc(F)cc1,-6,·,3,-0.9,-5,25*,?,9,1
CCOC(=O)c1nnn(-c2nonc2N)c1COc1c(C=O)cccc1OC,3,·,0,-1.4,-2,i,-0.4,0,0
CCN(C(=O)COC(=O)/C(C#N)=C/c1ccc(OC)cc1)C1CCS(=O)(=O)C1 (stereo not given),4,2.7,0,3.2,-10,-0.6,-0.8,·,4

Arranged by SMILES length (high to low): part of the list above
SMILES,Anthrax LF inh2,TcdB GH inh,PrPC surface inh,BoNT A protease,PriA SSB inh,BH1578 lux ind,PfHsp40 yeast,SARS 3CLpro inh,Yp Topo-I inh
CCN(C(=O)COC(=O)/C(C#N)=C/c1ccc(OC)cc1)C1CCS(=O)(=O)C1 (stereo not given),4,2.7,0,3.2,-10,-0.6,-0.8,·,4
O=S(=O)(Nc1ccc(-c2csc(-c3ccccc3)n2)cc1)c1ccc(F)cc1,-6,·,3,-0.9,-5,25*,?,9,1
CCOCCC(=O)Nc1ccc2c(c1)c(=O)n(C)n2-c1ccccc1F,-1,0.4,-2,0.6,·,-0.4,·,·,1

Following part
SMILES,Anthrax LF inh2,TcdB GH inh,PrPC surface inh,BoNT A protease,PriA SSB inh,BH1578 lux ind,PfHsp40 yeast,SARS 3CLpro inh,Yp Topo-I inh
Cc1cccc(NC(=O)/C=C/c2ccc([N+](=O)[O-])s2)c1,-1,-0.4,-5,0.8,4,-0.3,-1.0,3,-17
Cc1ccc([C@@H]2C[C@H]3[C@@H](CN2S(=O)(=O)c2ccc(C)cc2)C(=O)C[C@@H](c2ccc(Cl)cc2)N3S(=O)(=O)c2ccc(C)cc2)cc1,-4,0.7,1,0.0,·,-0.4,·,·,8
C/C(N)=C(/C#N)C(=O)COC(=O)c1cccc(O)c1,-2,0.7,-3,-1.1,-17,1.6,-0.8,-1,-1
COc1ccc2[nH]cc(CCn3ccc(O)c(C/C=C/c4ccccc4)c3=O)c2c1,-1,2.5,-2,0.3,8,i,0.7,-1,-6
CCN1CCN(CC(=O)c2ccc(OC)cc2)CC1,-3,1.8,-5,-0.2,-8,-0.4,-1.3,6,1
CCC(C)Nc1nc(OC)nc(N(C)C#N)n1 (stereo not given),-2,·,3,0.5,-2,-0.6,-0.8,0,-1
CCOc1cccc(-c2nc3cc(C)ccc3o2)c1,-2,·,2,0.7,-5,1.1,-1.5,2,12
CCOc1ccc(OCc2ccc(C(=O)NN)o2)cc1,-2,-0.3,3,1.4,-6,i,0.5,6,-5
CCC(CC)C(=O)NN(C(=O)c1ccncc1)C1CC(=O)N(c2ccccc2)C1=O (stereo not given),-17,-2.9,7,?,-6,i,0.8,1,7
COc1ccc(OC)c(C(=O)CSc2nnc(-c3cccs3)n2C)c1,-5,·,-3,-0.8,-8,i,0.7,3,-10
O=C(COC(=O)C1=NN(c2ccccc2)C(=O)CC1)NCc1ccccc1Cl,-4,0.6,-3,0.4,-5,-13,-0.3,·,6
CC1=C(C(=O)OCC(C)C)C(c2cccs2)NC(=S)N1 (stereo not given),-1,·,3,0.0,-5,-0.5,-1.0,4,-4

Continued:
SMILES,Anthrax LF inh2,TcdB GH inh,PrPC surface inh,BoNT A protease,PriA SSB inh,BH1578 lux ind,PfHsp40 yeast,SARS 3CLpro inh,Yp Topo-I inh
C#CCOCCOCCOCCNc1nc(N2CCN(C(=O)CCCCCCCCCCNC(=O)[C@H]([C@@H](C)CC)n3cc(CCCCCN)nn3)CC2)nc(N2CCN(C(=O)CCCCCCCCCCNC(=O)[C@H](CCCCN)n3cc(CCCC(=O)O)nn3)CC2)n1,-7,·,·,0.1,22,3.0,-3.0,·,-9
Cc1cccc(OCC(=O)Nc2ccccc2F)c1,0,0.3,4,-0.9,-28,3.5,0.5,5,6
CN(CCN1CCOCC1)C(=O)CC1C(=O)NCCN1Cc1ccccc1F (stereo not given),2,-5.6,5,3.0,-8,-1.2,1.0,3,3
COc1cc2c(cc1O)C(SC)=NC(C)(C)C2,-2,·,1,-0.8,-4,-0.4,-1.1,-1,3
O=C(CCCN1CCc2[nH]c3ccc(F)cc3c2C1)c1ccc(F)cc1,-4,0.4,-12,-4.5,15,-8.3,0.6,-4,3
C[C@H](NS(=O)(=O)c1ccc(Cl)cc1)C(=O)OCC(=O)NC(=O)Nc1ccc2c(c1)OCCO2,0,·,0,0.2,-2,-0.4,0.1,2,9
CC(=O)Nc1ccc(NC(=O)C/C(C)=N/NC(=O)c2cccc3ccccc23)cc1,-6,1.4,6,1.4,·,-0.5,-1.0,0,-7
COCC(=O)Nc1nc2n(n1)C(c1ccc(OC)cc1)CC(c1ccc(OC)cc1)N2 (stereo not given),-11,·,4,?,-18,-0.8,2.8,1,4
Fc1ccccc1C1CCN(Cc2nc(COc3ccccc3)no2)C1 (stereo not given),-3,1.1,7,-0.4,-7,-0.4,0.7,3,6
COc1ccc(N2CCN(C(=O)c3ccc(CS(=O)Cc4ccc(Cl)cc4)o3)CC2)cc1 (stereo not given),2,-1.0,-2,2.1,8,-0.3,-0.7,1,28
c1cncc(-c2nc(NCCCn3ccnc3)c3ccccc3n2)c1,-3,1.2,-15,0.3,40*,-0.3,1.1,-5,-2
COc1ccc(CCNC(=O)COC(=O)c2cc(S(=O)(=O)N3CCOCC3)ccc2C)cc1OC,-5,0.9,4,-0.3,-11,i,-0.6,·,14

(cont.)
SMILES,Anthrax LF inh2,TcdB GH inh,PrPC surface inh,BoNT A protease,PriA SSB inh,BH1578 lux ind,PfHsp40 yeast,SARS 3CLpro inh,Yp Topo-I inh
CN(CC(=O)Nc1ccccc1Br)C(=O)CNC(=O)C1CCCCC1,·,0.9,7,·,4,-2.0,-0.9,·,-5
CC1=C(C)CS(=O)N(S(=O)(=O)c2ccccc2)C1 (stereo not given),-16,·,2,-0.9,-3,-0.3,0.8,-4,8
COC(=O)CCC(=O)Nc1ccc(Br)cc1,0,·,13,0.6,1,i,0.0,2,-9
O=C(/C=C/c1ccccc1[N+](=O)[O-])N1CCCCC1,-1,-0.2,-7,0.3,-13,-0.2,-0.1,3,-1
Nc1nnc(-c2ccccc2F)s1,-8,-1.0,2,-0.4,4,-0.3,-1.0,-4,1
CCN(CC)C(=O)COC(=O)c1cc(-c2ccc(OC)cc2)nc2ccccc12,2,·,-44,4.9,-32,i,5.7,4,2
COc1ccc(-n2nc(C(=O)NCC(=O)N3CCCC(C)C3)c3ccccc3c2=O)cc1 (stereo not given),18,1.4,-7,-2.3,-27,i,-0.7,5,12
Cc1ccc(C(=O)CC(SCC(=O)O)c2ccc([N+](=O)[O-])cc2)cc1 (stereo not given),0,-2.0,-4,-0.4,14,-0.5,0.2,-1,-4
Cc1cc(F)cc(-c2cc(C(=O)NCC3CCCCC3)[nH]n2)c1,-3,0.4,6,-0.1,·,i,·,·,5
O=C(Nc1ccccc1)c1ccccc1NC(=O)C(F)(F)F,0,0.2,11,-0.4,-9,-0.4,0.0,3,-2
Cc1c([N+](=O)[O-])cc(C(=O)NCc2ccc(F)cc2)cc1[N+](=O)[O-],-3,1.9,-19,-0.7,0,-3.2,-0.4,2,-2
CCCNc1ccc(C(=O)OCC)cc1[N+](=O)[O-],-2,1.8,-18,2.0,14,-0.1,-0.2,2,-9

The list continues.
SMILES,Anthrax LF inh2,TcdB GH inh,PrPC surface inh,BoNT A protease,PriA SSB inh,BH1578 lux ind,PfHsp40 yeast,SARS 3CLpro inh,Yp Topo-I inh
COc1ccc(C2=Nc3ccccc3C2(O)CCN2C(=O)c3ccccc3C2=O)cc1 (stereo not given),-1,1.0,1,-0.4,-9,i,-0.3,·,2
COc1cc(OC)c(OC)cc1CNC(=O)c1cc(S(=O)(=O)N2CCOCC2)ccc1F,3,1.7,10,0.1,-17,-0.6,0.4,·,0
NC(=O)CC(NC(=O)c1cccc(Br)c1)c1ccc(NC2CCN(Cc3ccccc3)CC2)c([N+](=O)[O-])c1 (stereo not given),-8,1.4,-7,-0.4,18,-3.0,0.9,5,10
O=C(Oc1cccc(N2C(=O)CCC2=O)c1)C1CC(=O)N(c2ccc(Br)cc2)C1 (stereo not given),5,·,5,1.8,3,-5.3,-0.3,2,5
CCn1c(SCC(=O)Nc2nc(C)c(C(=O)OC)s2)nnc1C(C)C,1,·,4,0.1,-2,i,0.7,0,-7
CCC(=O)Nc1cc(C(=O)O)ccc1S(=O)(=O)c1ccc(C)cc1,-2,0.6,-1,-0.8,6,i,-0.6,-3,-5
CC(=NNC(=S)N1CCN(c2ccccn2)CC1)c1nccs1,31*,·,·,16,92*,-1.0,108*,·,2
COc1ccc(S(=O)(=O)N2CCOCC2)cc1C(=O)Nc1ccc(N2CCCCCC2)cc1,-15,-2.3,31*,-0.3,7,-0.8,-0.1,·,28
Cc1cc(N2CCCC2=O)cc(C)c1S(N)(=O)=O,-1,·,6,1.1,-4,-3.8,-0.3,-4,0
O=C1c2ccccc2C2(c3ccc(F)cc3)NCCN12 (stereo not given),-7,-0.5,-9,0.6,-19,-1.6,-0.3,5,-4
C#CCOCCOCCOCCNc1nc(N2CCN(C(=O)CCCCCCCCCCNC(=O)[C@@H](CCC(=O)O)n3cc(CCCCCN)nn3)CC2)nc(N2CCN(C(=O)CCCCCCCCCCNC(=O)[C@H](CO)n3cc(CCCCCN)nn3)CC2)n1,-9,·,·,-0.3,-11,-0.8,-1.6,·,-32
Nc1nc(Sc2ncccc2[N+](=O)[O-])n[nH]1,·,1.0,-21,·,-6,-0.7,-0.7,6,5
COc1cc(NC(=O)CSc2nc3c(c(=O)n(C)c(=O)n3C)n2C)cc(OC)c1,-4,1.0,-4,-1.1,-2,-0.3,-0.6,2,2

From PubChem BioAssay

This is a subset, so the mix of outcomes need not match the whole.
